Assay outcomes from PubChem.
EBI2 antag – EBI2 receptor antagonists, beta-arrestin recruitment, primary screen, cell-based, luminescence, 7a,25-OHC stimulation, uHTS. G-protein coupled receptor 183 (Homo sapiens), P32249. inhibition, % at 5 µM. AID 651636, 2012. hit rate 0.81% among 360,000. 7a,25-OHC stimulated; in the data active = inhibition above about 38%;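 note: enzyme fragment complementation signal reports receptor beta-arrestin coupling in cells; 0% = agonist plus DMSO wells and 100% = wells without agonist; some results beyond the cut were filed as inactive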
Target sequence (P32249 whole entry, looked up, the tested form may be a part): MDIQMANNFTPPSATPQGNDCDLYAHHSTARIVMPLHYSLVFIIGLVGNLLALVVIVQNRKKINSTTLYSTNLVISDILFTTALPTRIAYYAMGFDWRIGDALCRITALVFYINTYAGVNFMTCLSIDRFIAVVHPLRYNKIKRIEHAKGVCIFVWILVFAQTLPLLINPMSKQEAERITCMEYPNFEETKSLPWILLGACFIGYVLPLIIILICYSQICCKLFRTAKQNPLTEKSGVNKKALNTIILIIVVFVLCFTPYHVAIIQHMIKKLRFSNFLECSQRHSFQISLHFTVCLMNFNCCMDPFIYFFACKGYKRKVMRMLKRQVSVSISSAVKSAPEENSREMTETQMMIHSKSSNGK
Gli-Sufu block – Gli-Sufu pathway antagonists, primary screen, luciferase luminescence, Sufu-KO-LIGHT cells, uHTS; Sufu-KO-LIGHT fibroblasts, Gli luciferase reporter luminescence; inhibition, % at 5 µM; hit rate 0.74% among 340,000;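 active = inhibition above about 55%, limit read from the data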;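 note: 0% = DMSO-treated cells and 100% = wells with medium but no cells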
CHOP UPR activ – activators of apoptotic CHOP UPR arm, primary screen, cell-based, CHO-CHOP luciferase reporter, luminescence, uHTS; UPR activation; percent of tunicamycin response over DMSO baseline; activation, % at 10 µM; hit rate 0.34% among 330,000;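 active = at 10 µM dose, activation of 40% or more, normalized to positive control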;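 note: 100% = tunicamycin at 10 µg/mL and 0% = DMSO alone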
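Test system: CHO-CHOP cells, stable luciferase reporter of PERK-eIF2a-CHOP signalling | Quantity: 500 CHO-CHOP cells per well | Buffer or medium: F12 plus 10% serum | Compound dosing: 10 µM single point, 0.5% DMSO | Schedule: 6 h compound treatment, 37 °C | Signal: Luciferase luminescence | Control set: Tunicamycin high control, DMSO low control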
CXCR6 block – CXCR6 receptor inhibitors, primary screen, cell-based, beta-arrestin, luminescence, CHO-K1 PathHunter, 1536-well | C-X-C chemokine receptor type 6 (Homo sapiens), O00574 | inhibition, % at 20 µM | hit rate 0.36% among 360,000 | AID 602244, 2012; in the data active = inhibition above about 34%, passing the limit was not always enough;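 note: antagonist mode with CXCL16 agonist at 10 nM final; 0% = 10 nM CXCL16 with DMSO and 100% = unstimulated wells without agonist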
Target sequence (O00574 whole entry, looked up): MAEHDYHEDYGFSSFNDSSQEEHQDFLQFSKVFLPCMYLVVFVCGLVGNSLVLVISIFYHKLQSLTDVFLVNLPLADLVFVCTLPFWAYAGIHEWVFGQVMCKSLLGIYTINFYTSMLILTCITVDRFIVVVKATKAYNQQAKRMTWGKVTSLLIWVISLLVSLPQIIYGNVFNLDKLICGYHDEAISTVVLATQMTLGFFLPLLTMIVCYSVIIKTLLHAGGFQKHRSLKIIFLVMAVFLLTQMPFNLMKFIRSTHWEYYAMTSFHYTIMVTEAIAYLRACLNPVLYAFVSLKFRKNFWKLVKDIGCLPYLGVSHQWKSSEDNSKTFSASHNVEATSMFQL
Mdm2 MdmX PPI – inhibitors of human Mdm2-MdmX association, primary screen, cell-based, luminescence, split luciferase, SaOS-2, uHTS. hit rate 3% among 330,000. SaOS-2 split-luciferase Mdm2/MdmX complementation. AID 485346, 2010. inhibition, % at 8 µM. Protein Mdm4 (Homo sapiens) + E3 ubiquitin-protein ligase Mdm2 (Homo sapiens), …;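 active = inhibition of at least 50% at 8 µM in the primary screen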
697 NFkB inh – inhibitors of PMA/ionomycin-induced NF-kB reporter, 697 cells, primary screen, B-cell NF-kB inhibitor project, cell-based, luminescence, uHTS. 697 B-cell NF-kB luciferase reporter, 16 h. inhibition, % at 4 µM. hit rate 0.33% among 330,000; in the data active = inhibition above about 35%
Jurkat NFkB inh – inhibitors of induced NF-kB luciferase reporter, primary screen, TCR NF-kB activation inhibitor project, cell-based, luminescence, uHTS. Jurkat, PMA/ionomycin-induced NF-kB luciferase reporter. inhibition, % at 4 µM. hit rate 0.53% among 330,000. AID 435003, 2010; in the data active = inhibition above about 50%
CCR6 antag – CCR6 receptor antagonists, primary screen, cell-based, CHO-K1, luminescence, beta-arrestin, uHTS; C-C chemokine receptor type 6 (Homo sapiens), P51684; CHO-K1 CCR6 PathHunter beta-arrestin, CCL20-stimulated; inhibition, % at 20 µM; hit rate 0.49% among 340,000; AID 493098, 2011;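 active = compounds whose inhibition of the agonist-driven luminescence signal at 20 µM reaches about 50%, limit read from the data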;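 note: cells stimulated with CCL20 at 14 nM final; plate controls were DMSO with CCL20 for no effect and DMSO without agonist for full effect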
Target sequence (P51684 whole entry, looked up): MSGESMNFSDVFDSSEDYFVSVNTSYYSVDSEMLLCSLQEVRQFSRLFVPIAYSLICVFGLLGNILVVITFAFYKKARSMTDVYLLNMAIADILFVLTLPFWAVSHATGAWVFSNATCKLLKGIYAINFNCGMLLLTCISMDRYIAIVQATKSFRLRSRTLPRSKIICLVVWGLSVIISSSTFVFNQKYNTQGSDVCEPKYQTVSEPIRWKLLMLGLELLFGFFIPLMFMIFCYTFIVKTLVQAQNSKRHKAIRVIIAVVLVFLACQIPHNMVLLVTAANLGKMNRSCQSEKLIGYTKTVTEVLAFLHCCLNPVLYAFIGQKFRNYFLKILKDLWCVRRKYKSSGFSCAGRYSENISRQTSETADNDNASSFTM
UPR XBP1 act – activators of adaptive XBP1 UPR arm, primary screen, cell-based, CHO-XBP1 luciferase reporter, luminescence, uHTS. IRE1-XBP1 UPR activation; percent of tunicamycin response, DMSO as zero. hit rate 0.33% among 330,000. activation, % at 20 µM;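 active = versus positive control, 20 µM dose yields 30% or more activation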;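 note: 100% = tunicamycin at 10 µg/mL and 0% = DMSO only wells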
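Assay system: IRE1-XBP1 luciferase reporter CHO line. Input: 1000 cells/well. Buffer or medium: F12 with 10% serum. Doses: 20 µM, 1% DMSO. Times: overnight seeding at 37 °C, 6 h compound treatment at 37 °C. Technique: Steady-Glo luciferase glow luminescence, 10 min after reagent addition.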
* = called active by the depositor; . = no result given.

SMILES | EBI2 antag | Gli-Sufu block | CHOP UPR activ | CXCR6 block | Mdm2 MdmX PPI | 697 NFkB inh | Jurkat NFkB inh | CCR6 antag | UPR XBP1 act
CC1=C(C(=O)O)N2C(=O)C(NC(=O)c3ccccc3Cl)C2SC1 (configuration not stated) | 4 | 6 | 1.5 | 9 | 6 | 0 | -6 | -9 | -2
COc1ccc(C2N=C(Nc3ccc(C)cc3)Nc3nc(C)cc(=O)n32)cc1 (configuration not stated) | -19 | 1 | -1.7 | -11 | 5 | 16 | -11 | 3 | 3
Cc1cccc(NC(=O)CC2Nc3cccc4cccc(c34)NC2=O)c1 (configuration not stated) | -5 | 2 | -1.8 | -10 | 6 | 10 | 30 | -13 | -2
CCOC(=O)Cn1nnnc1C(CC)N(Cc1cccs1)Cc1cc2ccc(OC)cc2[nH]c1=O (configuration not stated) | 11 | -1 | 1.5 | -1 | 24 | 20 | -5 | 22 | 4
O=C(c1ccco1)N1CCCC(c2nc3c(nnn3Cc3ccccc3)c(=O)[nH]2)C1 (configuration not stated) | -6 | 32 | 0.8 | -4 | 20 | 5 | 1 | 3 | -5
COC(=O)[C@@H]1C2CCC(C(=O)Nc3ccccc3)(CC2)[C@@H]1C(=O)OC | -14 | 4 | 0.1 | 4 | -4 | -4 | 11 | -15 | -2
O=C(CCCC(=O)Nc1ccccc1Br)N/N=C/c1c(F)cccc1Cl | -2 | -28 | 1.4 | 5 | -13 | 17 | -1 | 13 | 4
O=C(NC1=NCCS1)C1CC(=O)N(c2ccccc2)C1 (configuration not stated) | -19 | -3 | 1.2 | 2 | 1 | -18 | 8 | -2 | 1
CN(C)c1ccc(/C=N/NC(=O)CCc2nc3ccccc3[nH]2)cc1 | 0 | 32 | -0.7 | 1 | 14 | 9 | 7 | 6 | 0
COc1cccc(C(=O)N2CCC(N3CC(C)OC(C)C3)CC2)c1 (configuration not stated) | 4 | 5 | -3.0 | -8 | -5 | -10 | 10 | 4 | -1
Cc1ccccc1-n1nc(C)c2cc(C(=O)N3CCN(S(=O)(=O)c4ccc(Cl)cc4)CC3)sc21 | -4 | 4 | 0.1 | 4 | 30 | 8 | 5 | 1 | -4
CCCCn1c(=O)c2ccccc2n2c(=S)[nH]nc12 | 9 | -1 | 0.2 | -23 | 30 | -1 | 12 | 17 | -7
Cc1c(O)c2ccccc2oc1=O | 0 | 10 | -0.4 | 4 | 21 | -1 | 5 | 11 | -1
COc1cccc(C(=O)OCn2nnc3ccccc3c2=O)c1 | -10 | -19 | -0.6 | -4 | -15 | -7 | -4 | 14 | -5
C/C(=N\NC(=S)Nc1ccc(F)cc1)C1CC1 | -3 | -9 | 0.6 | 10 | 6 | 1 | 4 | 39 | -2
CCOC(=O)c1c(NC(=O)c2cc(CC(C)C)on2)sc(C(C)=O)c1C | 7 | -10 | 4.8 | -4 | -1 | -3 | -8 | -11 | 1
Cc1cc(C(=O)N/N=C/c2cc(Br)ccc2OC(=O)c2ccc(Br)cc2)n[nH]1 | . | . | 4.4 | . | 45 | -13 | 19 | . | 8
CCCCc1ncc(CN2CCN(Cc3ccc(C)cc3)C(CCO)C2)[nH]1 (configuration not stated) | -5 | 9 | 1.8 | -2 | 17 | -10 | -5 | 3 | -2
Fc1ccccc1-n1[nH]nnc1=S | -7 | 10 | 1.3 | 1 | 6 | 13 | -2 | 5 | 0
COc1cc(-c2nc3oc4ccccc4c(=O)c3c(=O)n2Cc2ccco2)cc(OC)c1OC | -4 | 6 | 0.1 | 11 | 37 | -63 | -9 | 7 | 1
COc1ccccc1-c1nn(-c2ccccc2)cc1C(=O)NCC(c1ccco1)N1CCCC1 (configuration not stated) | 4 | -2 | 0.6 | 3 | -16 | 6 | -2 | 4 | 0
CCc1ccccc1NC(=O)c1cnc2scc(C)n2c1=O | 1 | -25 | 0.5 | 15 | -52 | -29 | -20 | 15 | 14
COc1ccc(NC(=O)N(C)C[C@H]2Oc3ccc(NS(=O)(=O)c4cn(C)cn4)cc3C(=O)N([C@H](C)CO)C[C@@H]2C)cc1 | -7 | 2 | . | -6 | . | . | . | -7 | .
O=C(/C=C(\c1ccccc1)n1cncn1)c1ccccc1 | -2 | -1 | 1.7 | -4 | 14 | 24 | 4 | -8 | -1
Cc1cccc(N(CC(=O)NC2CCCC2)C(=O)CCCC(=O)Nc2ccccn2)c1 | 0 | 2 | -1.4 | 3 | -2 | 23 | -4 | 14 | 6
Cc1c(C(c2ccc(O)cc2)c2c(C)n(C)n(-c3ccccc3)c2=O)c(=O)n(-c2ccccc2)n1C | -3 | -3 | 0.1 | -8 | 16 | 7 | 4 | 16 | -1
COCCN(CCOC)C(=O)c1ccc(CSc2nc3ccccc3s2)cc1 | 7 | 5 | 2.9 | -9 | 5 | -19 | -14 | 15 | -2
O=C(CSc1nnc(Cc2ccc3c(c2)OCO3)n1C1CCCCC1)NC1CCCC1 | 9 | 11 | -0.7 | 10 | -11 | -4 | -10 | 18 | -2
Cc1ccc(-n2nc(-c3ccc(OC(F)(F)F)cc3)cc2N)cc1C | -2 | 3 | -0.4 | -6 | 16 | 6 | 15 | 4 | -2
O=C(Nc1ccc(N2CCN(Cc3ccccc3Cl)CC2)cc1)c1cccnc1 | 12 | 20 | -1.6 | -3 | 24 | -2 | -2 | 3 | 1
COc1ccc(O)c(CN2CCC(n3nccc3NC(=O)CCOc3ccccc3)CC2)c1 | 0 | 14 | 1.1 | 0 | 25 | -26 | -2 | -7 | -3
COc1cc(C(C(=O)NC(C)(C)C)N(C(=O)CNC(=O)c2cccs2)c2ccc(C(C)C)cc2)cc(OC)c1OC (configuration not stated) | 1 | 1 | . | 3 | . | . | . | -1 | .
O=C(COC(=O)CC1c2ccccc2CCN1S(=O)(=O)c1ccc(F)cc1)Nc1ccccc1 (configuration not stated) | 6 | -8 | -1.0 | 12 | -4 | -31 | -21 | 35 | 1
CC(C)Cn1c(SCC(=O)NCCCN2CCCC2=O)nc2ccccc21 | -6 | -10 | 0.0 | 1 | 8 | -7 | -5 | 7 | 2
CCOc1cc(C=O)ccc1OCCn1c([N+](=O)[O-])cnc1C | 13 | 2 | -0.4 | 1 | -15 | -4 | 10 | 3 | -2
C=CCNC(=O)CN(c1ccc(F)cc1)S(=O)(=O)c1ccc(OC)cc1 | 1 | -8 | 0.9 | -2 | 5 | 3 | 2 | 4 | -3

Going on with the list.
Order of results – EBI2 antag | Gli-Sufu block | CHOP UPR activ | CXCR6 block | Mdm2 MdmX PPI | 697 NFkB inh | Jurkat NFkB inh | CCR6 antag | UPR XBP1 act
CC(C)(C)OC(=O)NCCCCCNC(=O)c1[nH]cnc1C(=O)Nc1ccon1
→ 6 | -11 | 4.0 | -3 | -6 | -7 | 0 | -2 | 0
O=C(CCC1CCCC1)N[C@@H](Cc1ccc(O)cc1)C(=O)O
→ -17 | -2 | -1.2 | -1 | 13 | 15 | -1 | -1 | -3
CCc1c(O)nc(SCC(=O)N2CCCCC2)n(-c2ccccc2C)c1=O
→ -3 | 3 | -2.3 | -5 | 17 | 12 | 3 | -18 | 3
COc1ccc(F)cc1C(=O)C1CCCN(Cc2ccc(Sc3nncn3C)o2)C1 (configuration not stated)
→ -8 | -4 | -0.8 | -9 | 3 | -7 | 5 | 14 | 4
O=C(c1cccc(Cl)c1)N1CCN(C(=O)c2ccccc2F)CC1
→ 0 | 7 | -0.9 | -8 | 25 | 1 | -3 | 7 | -3
S=C(Nc1ccc(CN2CCCCC2)cc1)Nc1cccc(Cl)c1Cl
→ -7 | 25 | 2.0 | 4 | 0 | 11 | 9 | 31 | -5
COc1ccc(-c2csc(NC(C)c3nc4cc(Cl)c(N5CCCCC5)cc4n3CCOCCO)n2)cc1 (configuration not stated)
→ 27 | 7 | 1.0 | 13 | 31 | -17 | 22 | 3 | 7
Cn1c(/C=C/c2ccc(Br)cc2)c([N+](=O)[O-])c(=O)n(C)c1=O
→ 11 | 3 | 3.6 | 7 | 84* | -22 | 11 | 6 | 0
CC1CCN(CCCNC(=O)C2CCN(S(=O)(=O)N3CCCCC3)CC2)CC1
→ -9 | 5 | 1.8 | -12 | 1 | 3 | -17 | -2 | 1
Cc1ccc(C(C)C)c(OCC(=O)NNCC(=O)Nc2cccc(F)c2)c1
→ 2 | -4 | 2.5 | 4 | 28 | 5 | -6 | 0 | -1
Cc1ccc(S(=O)Cc2ccc(C(=O)N3CCN(C4CCCCC4)CC3)o2)cc1 (configuration not stated)
→ -7 | 26 | -0.5 | -4 | -9 | -1 | 22 | 5 | 1
O=c1[nH][nH]c2cc(=O)n(-c3ccc(Cl)cc3)nc12
→ 4 | 2 | 0.8 | 11 | 8 | -6 | 15 | 19 | 4
O=C(O)c1cccc(NS(=O)(=O)c2ccc(S(=O)(=O)N3CCOCC3)cc2)c1
→ 4 | 7 | 1.5 | -7 | 0 | 5 | 15 | -2 | -3
Cc1occc1C(=O)NNC(=S)Nc1ccccc1C(F)(F)F
→ 2 | -10 | 3.2 | 18 | -2 | -35 | -29 | 20 | 4
CN(C)CCNc1nc(-c2ccco2)c2c(c1C#N)CC(C)(C)OC2
→ 4 | 5 | -1.3 | -2 | 12 | 6 | -10 | 3 | 0
CCN1C[C@@H]2[C@@H]3C(=O)N(Cc4ccccc4)C(=O)[C@@H]3[C@](Cc3ccccc3)(C(=O)OC)N2C1=NC1CCCCC1
→ 2 | 5 | 2.1 | -1 | 44 | 5 | . | 19 | 2
COC(=O)CCNC(=O)Cn1cnc2sc3c(c2c1=O)CCCC3
→ -4 | 0 | -2.3 | 3 | -5 | 14 | 2 | -4 | -1
CCC(=O)c1ccc(OCC(=O)N2CCc3cc(OC)c(OC)cc3C2)cc1
→ -10 | -3 | 0.6 | -5 | 28 | -10 | 16 | 2 | -3

One compound at a time, as listed above. Screens in order: EBI2 antag	Gli-Sufu block	CHOP UPR activ	CXCR6 block	Mdm2 MdmX PPI	697 NFkB inh	Jurkat NFkB inh	CCR6 antag	UPR XBP1 act
Cc1ccc(C(C)C)c(OCC(=O)NNCC(=O)Nc2cccc(F)c2)c1 is listed with 2	-4	2.5	4	28	5	-6	0	-1
O=C(O)c1cccc(NS(=O)(=O)c2ccc(S(=O)(=O)N3CCOCC3)cc2)c1 is listed with 4	7	1.5	-7	0	5	15	-2	-3
O=C(c1cccc(Cl)c1)N1CCN(C(=O)c2ccccc2F)CC1 is listed with 0	7	-0.9	-8	25	1	-3	7	-3
CN(C)CCNc1nc(-c2ccco2)c2c(c1C#N)CC(C)(C)OC2 is listed with 4	5	-1.3	-2	12	6	-10	3	0
CCN1C[C@@H]2[C@@H]3C(=O)N(Cc4ccccc4)C(=O)[C@@H]3[C@](Cc3ccccc3)(C(=O)OC)N2C1=NC1CCCCC1 is listed with 2	5	2.1	-1	44	5	.	19	2
